CCT chaperon mod – cytosolic chaperonin activity modulation; purified chaperonin ATPase assay, HTRF ADP detection, 30 min; activity change, % (concentration not given with the values), hits read low; actives 0.3% (n = 360,000); in the data active = activity change below about -30%; note: % is set by controls: 0 for no effect and ±100 for the full control effect
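TRiC (40 or 20 nM final, by batch activity) in 30 mM Tris pH 7.4, 100 mM KCl, 5 mM MgCl2, 1 mM DTT was treated with compound at 76 uM single dose, then 10 uM ATP, 30 min at 37 °C. ADP was read by HTRF Transcreener.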
WRN inhibitor – blocks human WRN helicase; WRN helicase unwinding, fluorescent forked duplex, kinetic; Potency, µM (doses to about 114 µM), for inactives: at the top dose activity change, negative = inhibition, usual class: inhibitors; actives 0.46% (n = 360,000); note: potency is the fitted concentration of half-maximal effect; % is set by controls: 0 for no effect and ±100 for the full control effect; nearly all actives have a fitted effect of over 55% in size
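Kinetic red-fluorescence monitoring (525/598 nm) tracks WRN helicase activity after 100 nM fluorophore-quencher forked duplex and 2 mM ATP are added to 20 nM enzyme pretreated 15 min at room temperature with compound.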
EPAC1 agonist – activates human EPAC1 exchange factor. O95398. EPAC1 agonist qHTS, biochemical assay; response scale: 100% = response to 6.5 mM cAMP. Potency, µM (titrated, usually from 154 µM), for the others: at the top dose activation, actives largely listed as activators. actives 0.073% (n = 360,000). AID 720707; note: potency is the fitted concentration of half-maximal effect; nearly all actives have a fitted effect of over 60% in size
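Nucleotide exchange by EPAC1 (100 nM) on Rap1B–BODIPY-GDP (250 nM) in the presence of 50 uM GDP is tracked fluorescently at 480/540 nm over 30 min. Signals are normalized to a 6.5 mM cAMP control.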
EPAC1 antagonist – antagonists of human EPAC1. O95398. EPAC1 GEF assay, Rap1b-BODIPY-GDP exchange fluorescence. AID 720709. actives 0.14% (n = 360,000). Potency, µM (top dose mostly 115 µM), without a hit: top-dose activity change, negative = inhibition, usual class: inhibitors;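 note: potency is the fitted concentration of half-maximal effect; plate controls were vehicle for no effect and positive control for full effect; nearly all actives have a fitted effect of over 50% in size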
PI5P4Ka inh – inhibitors of human PI5P4K alpha | PI5P4Kalpha enzyme, ADP-Glo luminescence, 60 min; hits give low values | max response, % | AID 652105 | actives 1.2% (n = 330,000); active = max response of -50% or lower; inconclusive = between -30% and -50%; inactive = -30% or higher; note: value at the top dose of about 77 µM; % is set by controls: 0 for no effect and ±100 for the full control effect
Target sequence (P48426 whole entry, looked up): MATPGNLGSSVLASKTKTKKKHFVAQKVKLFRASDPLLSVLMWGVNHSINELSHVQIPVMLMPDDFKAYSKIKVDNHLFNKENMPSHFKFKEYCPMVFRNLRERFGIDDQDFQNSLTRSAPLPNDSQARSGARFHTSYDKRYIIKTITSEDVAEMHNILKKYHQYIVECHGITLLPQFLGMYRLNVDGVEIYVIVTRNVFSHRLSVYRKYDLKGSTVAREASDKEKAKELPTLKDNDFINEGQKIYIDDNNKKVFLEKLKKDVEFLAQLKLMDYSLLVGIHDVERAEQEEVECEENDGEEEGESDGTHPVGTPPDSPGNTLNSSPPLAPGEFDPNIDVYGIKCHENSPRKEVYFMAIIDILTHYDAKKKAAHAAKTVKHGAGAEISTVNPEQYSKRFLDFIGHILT
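Controls without substrate or without enzyme flank wells where PI5P4Kalpha converts substrate using 5 microM ATP (final). Incubation lasts 60 minutes at room temperature; ADP formed is read by ADP-Glo luminescence.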
EPAC2 antagonist – antagonists of human EPAC2 | Q8WZA2 | EPAC2 GEF exchange of Rap1B-BODIPY-GDP, fluorescence | Potency, µM (highest dose often 114 µM), inactives show top-dose activity, negative = inhibition, hits mostly inhibitors | actives 0.18% (n = 360,000) | AID 720708; note: potency is the fitted concentration of half-maximal effect; % is set by controls: 0 for no effect and ±100 for the full control effect; nearly all actives have a fitted effect of over 45% in size; many of its hits are not listed in these tables
MmCpn inh – M. maripaludis TRiC chaperonin inhibition; purified Mm-Cpn ATPase, ADP Transcreener TR-FRET; Potency, µM (series often up to 76.9 µM), for the others: at the top dose activity, negative = inhibition, most hits filed as inhibitors; actives 0.031% (n = 330,000); AID 504842; note: potency is the fitted concentration of half-maximal effect; % is set by controls: 0 for no effect and ±100 for the full control effect; nearly all actives have a fitted effect of over 80% in size
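ATPase turnover read by TR-FRET ADP competition (Eu cryptate antibody/ADP-d2, 665/590 nm): 10uM ATP final, 25nM Mm-CPN final, 30 min 37degC after 10-min compound preincubation, pH 7.4 Tris/KCl/MgCl2/DTT buffer.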
PLK1 PBD block – blocks phosphopeptide binding to human PLK1 polo-box domain. Potency, µM, for inactives: max response, negative = inhibition, usual class: inhibitors. actives 2.8% (n = 360,000). Plk1 PBD binding of FITC phosphopeptide, fluorescence polarization. P53350; note: potency is the fitted concentration of half-maximal effect; series mostly up to about 57 µM; % is set by controls: 0 for no effect and ±100 for the full control effect; nearly all actives have a fitted effect of over 65% in size
Target sequence (P53350 whole entry, looked up, the tested form may be a part): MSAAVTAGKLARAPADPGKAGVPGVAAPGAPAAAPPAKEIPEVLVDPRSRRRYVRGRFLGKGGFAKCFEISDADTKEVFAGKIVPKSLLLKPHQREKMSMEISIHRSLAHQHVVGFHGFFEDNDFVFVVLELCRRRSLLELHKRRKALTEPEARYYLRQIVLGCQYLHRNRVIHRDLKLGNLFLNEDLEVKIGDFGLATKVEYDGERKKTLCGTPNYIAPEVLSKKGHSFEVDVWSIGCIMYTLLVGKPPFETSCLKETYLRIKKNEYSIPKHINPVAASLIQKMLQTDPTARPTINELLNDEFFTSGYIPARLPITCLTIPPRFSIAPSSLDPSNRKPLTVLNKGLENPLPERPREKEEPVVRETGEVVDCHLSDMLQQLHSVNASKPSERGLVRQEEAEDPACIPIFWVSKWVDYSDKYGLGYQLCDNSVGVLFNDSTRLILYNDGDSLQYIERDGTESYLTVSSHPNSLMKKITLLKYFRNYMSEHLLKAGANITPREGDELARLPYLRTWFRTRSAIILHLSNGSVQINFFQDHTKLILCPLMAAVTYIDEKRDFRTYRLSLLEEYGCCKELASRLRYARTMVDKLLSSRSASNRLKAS
The depositor's hits bear a star; ? = inconclusive; nt = not tested or not shown; [ ] = another dose, or the depositor's remark. Unless noted, calls come from the whole dose curve; as a rule, active = well fitted curve in the direction sought with a large enough effect; inconclusive = small, poorly fitted or top-dose-only effect, or another doubt; inactive = no such curve, though single readings can be large; an effect the other way counts as inactive or inconclusive. Only part of the results is shown; the hit share may differ from the screen's.

SMILES	CCT chaperon mod	WRN inhibitor	EPAC1 agonist	EPAC1 antagonist	PI5P4Ka inh	EPAC2 antagonist	MmCpn inh	PLK1 PBD block
O=C(c1cc(-c2ccccc2Cl)on1)N1CCCC1	-1.5	8%	10%	8%	-2	-12%	-1%	-6%
C=CCn1c(SCC(=O)NCc2ccco2)nc2sc3c(c2c1=O)CCCC3	-3.4	9%	-2%	8%	-5	4%	-1%	-29%
C[C@H](NC(=O)C1CC(=O)N(c2ccc3c(c2)OCCO3)C1)C(=O)NCc1ccco1 (stereo not given in full)	-1.0	11%	3%	-10%	2	9%	-3%	-1%
COc1ccc(C(=O)CSc2nnnn2C)c(OC)c1	0.0	9%	-4%	17%	-10	-2%	1%	-10%
COc1cc(OC)cc(C(=O)n2cnnc2N)c1	0.2	?	-8%	-1%	1	0%	1%	-13%
O=C(CN1C(=O)NC2(CCCC2)C1=O)Nc1cc(S(=O)(=O)N2CCOCC2)ccc1OCC(F)(F)F	-2.0	-29%	11%	-13%	6	-3%	?	-9%
Cc1cccc(S(=O)(=O)Nc2ccc(-c3ccc4nncn4n3)cc2)c1	1.9	-29%	-7%	-5%	-8	11%	-1%	-19%
CC1=NN(C(=O)c2csc(C(C)C)c2)C(O)(C(F)(F)F)C1 (stereo not given)	-3.5	-6%	-3%	3%	1	5%	-1%	5%
Cc1ccc(C)c(CSc2ccc3nnc(-c4ccccn4)n3n2)c1	-4.0	-14%	13%	4%	3	-6%	-1%	-8%
COc1cccc(C(=O)n2cnnc2N)c1OC	-1.9	8%	3%	6%	nt	3%	1%	-6%
Cc1c(C#N)c2ccccc2n1CC(=O)NCC1CCCO1 (stereo not given)	-1.0	-4%	8%	3%	nt	-2%	0%	-4%
Cc1cc(OCC(=O)Nc2ccc(CN3CCOCC3)cc2)c2c(C)cc(=O)oc2c1	-3.2	11%	5%	-9%	-3	0%	1%	1%
Cc1cc2cc(CNC(=O)CC(C)C)ccc2n1C	-1.9	1%	-5%	9%	0	0%	-4%	-6%
O=C(c1ccco1)N(Cc1ccc([N+](=O)[O-])cc1)c1ccc(Br)cc1	-0.6	-8%	13%	-21%	9	?	0%	0%
CCCc1cc(CNC(=O)C2CCC(=O)N(CCc3cccc(F)c3)C2)on1 (stereo not given)	-0.7	-7%	-1%	-7%	8	5%	3%	-5%
O=C1CC(c2ccccc2)CC(O)=C1C=NC1CCCCC1 (stereo not given)	-1.5	-6%	0%	0%	nt	4%	0%	-5%
COCCn1c(=O)c2ccccc2c2ccccc2c1=O	1.1	-12%	4%	-4%	1	-15%	0%	6%
O=C(NCCCCNC(=O)c1ccccn1)c1ccccn1	0.4	8%	-5%	11%	-5	12%	1%	4%
O=C(NCc1ccco1)c1ccccc1-c1ccccc1	-0.9	10%	-8%	12%	0	18%[57.1 µM]	0%	-3%
CC1CN(C(=O)COC(=O)/C=C/c2cccc([N+](=O)[O-])c2)CC(C)O1 (stereo not given)	-4.3	6%	11%	13%	-8	14%	5%	-4%

Exported with values under each structure: 3 of the compounds above
Results follow in this order: CCT chaperon mod	WRN inhibitor	EPAC1 agonist	EPAC1 antagonist	PI5P4Ka inh	EPAC2 antagonist	MmCpn inh	PLK1 PBD block
O=C(c1ccco1)N(Cc1ccc([N+](=O)[O-])cc1)c1ccc(Br)cc1
    -0.6	-8%	13%	-21%	9	?	0%	0%
CCCc1cc(CNC(=O)C2CCC(=O)N(CCc3cccc(F)c3)C2)on1 (stereo not given)
    -0.7	-7%	-1%	-7%	8	5%	3%	-5%
O=C1CC(c2ccccc2)CC(O)=C1C=NC1CCCCC1 (stereo not given)
    -1.5	-6%	0%	0%	nt	4%	0%	-5%

Molecules listed so far that contain a halogen:
SMILES	CCT chaperon mod	WRN inhibitor	EPAC1 agonist	EPAC1 antagonist	PI5P4Ka inh	EPAC2 antagonist	MmCpn inh	PLK1 PBD block
O=C(c1cc(-c2ccccc2Cl)on1)N1CCCC1	-1.5	8%	10%	8%	-2	-12%	-1%	-6%
O=C(CN1C(=O)NC2(CCCC2)C1=O)Nc1cc(S(=O)(=O)N2CCOCC2)ccc1OCC(F)(F)F	-2.0	-29%	11%	-13%	6	-3%	?	-9%
CC1=NN(C(=O)c2csc(C(C)C)c2)C(O)(C(F)(F)F)C1 (stereo not given)	-3.5	-6%	-3%	3%	1	5%	-1%	5%
O=C(c1ccco1)N(Cc1ccc([N+](=O)[O-])cc1)c1ccc(Br)cc1	-0.6	-8%	13%	-21%	9	?	0%	0%
CCCc1cc(CNC(=O)C2CCC(=O)N(CCc3cccc(F)c3)C2)on1 (stereo not given)	-0.7	-7%	-1%	-7%	8	5%	3%	-5%

Next part.
SMILES	CCT chaperon mod	WRN inhibitor	EPAC1 agonist	EPAC1 antagonist	PI5P4Ka inh	EPAC2 antagonist	MmCpn inh	PLK1 PBD block
CC(C)CCOc1ccc(C(=O)N2CCCC2C(=O)O)cc1 (stereo not given)	2.1	-4%	8%	-6%	2	-2%	1%	-11%
NC(=S)Nc1cc2ccccc2c2ccccc12	-0.3	16%	8%	12%	-1	6%	-2%	?
O=C(NCc1ccco1)C1CC(c2ccc(F)cc2)=NO1 (stereo not given)	-0.9	-6%	7%	5%	4	-1%	-1%	-4%
Cc1cccc(NC(=O)CSc2nnc(-c3ccc(S(=O)(=O)N4CCOCC4)cc3)n2C)c1	-0.3	7%	8%	-9%	nt	-3%	0%	-7%
CCOC(=O)/C(=N\Nc1ncnc2ccccc12)c1ccc(OC)cc1	-3.3	6%	0%	-10%	-16	1%	-1%	-5%
O=C1C2C(c3ccccc3)C=CC(c3ccccc3)C2C(=O)N1CCO (stereo not given)	-0.5	-12%	13%	3%	nt	-4%	0%	2%
Cn1ccc2c(-c3ccc(F)nc3)cc3c(c21)C1CCC3O1 (stereo not given)	1.8	-7%	-6%	0%	-1	13%	nt	-5%
COc1cc(CN2CCC(C(=O)NC3CCCC3)CC2)ccc1O	-1.5	7%	1%	1%	-5	-1%	-3%	-3%
COc1ccc(N2CCN(C(=O)COC(=O)CNC(=O)c3ccc(Cl)cc3Cl)CC2)cc1	-0.3	-2%	1%	-14%	1	5%	0%	-7%
COc1ccc(CCN2CC(C(=O)NCC(=O)Nc3ccc(F)c(F)c3)CC2=O)cc1OC (stereo not given)	0.6	-8%	-4%	-12%	2	-4%	0%	-2%
Cc1nc(NCC2CCCO2)c2oc3ccccc3c2n1 (stereo not given)	0.5	7%	-2%	3%	nt	5%	-2%	0%
OC[C@@H]1CN(Cc2ccccc2)C[C@H](n2cnc3c(NC4CC4)ncnc32)O1	-0.5	-4%	2%	-6%	0	-10%	nt	-3%
COc1ccc(OC)c(NC(=O)CNC(=O)Cn2cnc3sc(C)cc3c2=O)c1	-1.5	-1%	-8%	-4%	-2	-3%	-3%	0%
O=C(NC1CCCCC1)C(c1ccc(F)cc1)N(Cc1ccco1)C(=O)c1csnn1 (stereo not given)	-3.6	9%	-1%	-3%	-6	-1%	0%	-17%
CCCCCCCCN1C(=O)[C@H](CC(=O)NCc2ccccc2)C[C@@]2(C(=O)OC)CC(C)(C)CC=C12	nt	-11%	-23%	-21%	4	-16%	nt	-6%
O=C(COC(=O)/C=C/c1ccc(Br)o1)Nc1cccc(S(=O)(=O)N2CCOCC2)c1	-3.1	3%[11.6 µM]	5%	-13%	?	6%	-7%	-8%
Cc1cc(C)nc(Nc2n[nH]c(-c3ccc(N)cc3)n2)n1	-1.0	21%	-7%	0%	-8	11%[57.1 µM]	-2%	-9%
Cc1c(N=O)c(-c2ccccc2)n(O)[n+]1[O-]	-2.4	-3%	11%	7%	0	-4%	nt	-16%
Cn1c(SCC(=O)NCC2CCCO2)ncc(C(=O)Nc2ccc(Cl)cc2)c1=O (stereo not given)	1.8	2%	-2%	4%	2	4%	0%	9%
CCn1c(=O)n(CCOC)c(=O)c2c3c(sc21)CCCC3	0.2	0%	4%	1%	-5	10%	0%	-1%

Arranged by value in WRN inhibitor (low to high): 3 from the list above
Compound | CCT chaperon mod | WRN inhibitor | EPAC1 antagonist | PI5P4Ka inh | EPAC2 antagonist | MmCpn inh | PLK1 PBD block
COCCn1c(=O)c2ccccc2c2ccccc2c1=O | 1.1 | -12% | -4% | 1 | -15% | 0% | 6%
OC[C@@H]1CN(Cc2ccccc2)C[C@H](n2cnc3c(NC4CC4)ncnc32)O1 | -0.5 | -4% | -6% | 0 | -10% | nt | -3%
COc1ccc(C(=O)CSc2nnnn2C)c(OC)c1 | 0.0 | 9% | 17% | -10 | -2% | 1% | -10%

(continued)
SMILES	CCT chaperon mod	WRN inhibitor	EPAC1 agonist	EPAC1 antagonist	PI5P4Ka inh	EPAC2 antagonist	MmCpn inh	PLK1 PBD block
CCOc1cc(C(=O)O/N=C(\N)c2ccccn2)cc(OCC)c1OCC	-1.2	3%	3%	-5%	9	-14%	-1%	-9%
NC(=O)CC(NC(=O)c1ccccc1)c1ccc(NC2CCC2)c([N+](=O)[O-])c1 (stereo not given)	2.8	-1%	-5%	-25%	-27	-1%	-1%	-9%
COC(=O)c1ccc(-c2ccco2)n1Cc1cccc(C)c1	-1.7	5%	6%	0%	nt	-4%	-4%	0%
O=C(Nc1cccnc1Cl)c1cc(-c2ccc(O)cc2)on1	0.7	-11%	7%	-2%	-6	4%	0%	2%
Cc1cc(C)nc(/N=C(\N)Nc2ccccc2-c2ccccc2)n1	-3.1	9%	6%	-19%	3	13%	-10%	-11%
O=C(COc1ccc(S(=O)(=O)N2CCCC2)cc1)Nc1ccc(F)cc1	-0.7	-2%	-2%	-18%	8	-5%	1%	0%
CCc1ccc(C2CC(c3ccccc3)n3ncnc3N2)cc1 (stereo not given)	0.0	-8%	2%	-5%	1	-13%	1%	-4%
N[C@@H](Cc1ccc(O)cc1)c1nnc([C@H](CC(=O)O)NC(=O)C2CCNCC2)o1	-2.2	7%	-12%	-11%	-3	4%	nt	-11%
Cc1ccc(SCCNC(=O)c2ccc(C)c(S(=O)(=O)Nc3cccc(C)c3)c2)cc1	-20	-26%	14%	-9%	nt	2%	-3%	0%
O=C(COc1ccccc1Cl)Nc1ccccc1C(=O)N1CCOCC1	0.6	-5%	2%	-7%	2	31%[activator]	-6%	0%
COc1c(C)cc(C(=O)C2CCCN(S(=O)(=O)c3c(C)noc3C)C2)cc1C (stereo not given)	2.7	4%	-1%	-9%	0	8%	-1%	-7%
